# HP1b binding inh = HP1-beta chromodomain-methylated histone interaction inhibition; P83916; AlphaScreen HP1-beta / biotin-H3K9me3 peptide binding; Potency, µM (titrated, usually from 114 µM), for the others: at the highest dose activity change, negative = inhibition, usual class: inhibitors; 390,000 tested, 0.56% active; AID 540317; also: potency is read from the fitted curve at half-maximal effect; nearly all actives have a fitted effect of over 70% in size; inactives centre near 23
# Target sequence (P83916 whole entry, looked up): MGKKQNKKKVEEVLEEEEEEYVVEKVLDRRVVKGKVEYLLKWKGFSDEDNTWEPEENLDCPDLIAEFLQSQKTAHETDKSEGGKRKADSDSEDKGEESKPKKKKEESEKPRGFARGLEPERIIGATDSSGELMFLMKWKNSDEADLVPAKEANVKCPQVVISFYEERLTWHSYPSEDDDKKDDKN
#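 AlphaScreen: HP1-beta (50 nM) preformed 30 min with biotin-H3(1-18)K9me3 peptide (50 nM) in PBS pH 7.4, 0.01% Tween-20. Compound added for 30 min at RT, then streptavidin donor/nickel chelate acceptor beads (10 ug/mL) for 30 min.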
# GLS inh = glutaminase GLS (human) inhibition. 410,000 tested, 0.21% active. O94925. GLS enzymatic activity, qHTS titration. Potency, µM (doses to about 45.5 µM), without a hit: top-dose activity change, negative = inhibition, usual class: inhibitors; also: potency is read from the fitted curve at half-maximal effect; % is scaled to controls: 0 for no effect and ±100 for the full control effect
#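 hKGA in 45 mM KH2PO4 pH 8.2, 0.02% Tween-20 with pin-transferred compounds; 1 mM L-glutamine (stock) plus glutamate oxidase/HRP/Amplex Red coupling added. Fluorescence read initially and after 30 min at RT.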
# JMJD2A Tudor inh = inhibitors of human JMJD2A Tudor domain; Potency, µM (titrated, usually from 114 µM), for inactives: top-dose activity change, negative = inhibition, hits mostly inhibitors; O75164; AlphaScreen JMJD2A-Tudor / H3K4me3 peptide binding; 390,000 tested, 4.4% active; also: potency is read from the fitted curve at half-maximal effect; % is scaled to controls: 0 for no effect and ±100 for the full control effect; nearly all actives have a fitted effect of over 50% in size
# Pol eta inh = DNA polymerase eta (human) inhibition. recombinant Pol eta, fluorescent DNA replication assay. Potency, µM (highest dose often 114 µM), without a hit: top-dose activity change, negative = inhibition, hits mostly inhibitors. 390,000 tested, 1.2% active. AID 588591; also: potency is read from the fitted curve at half-maximal effect; % is scaled to controls: 0 for no effect and ±100 for the full control effect
#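 Pol eta (10 nM) was preincubated with compounds for 15 min at room temperature, after which fluorescent replication substrate (50 nM final) was added to start the reaction. Fluorescence was read kinetically at 0 and 10 min.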
# PGK inhibitor = T. brucei PGK inhibition | Potency, µM (doses to about 57.5 µM), inactives show top-dose activity change, negative = inhibition, actives largely listed as inhibitors | 380,000 tested, 0.043% active | PGK/GAPDH coupled, Kinase-Glo luminescence, 60 min | AID 602233 | P07378; also: potency is read from the fitted curve at half-maximal effect; % is scaled to controls: 0 for no effect and ±100 for the full control effect; nearly all actives have a fitted effect of over 60% in size
#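 Recombinant glycosomal PGK reaction used 1,3-bisphosphoglycerate generated in-well by GAPDH (100nM final) in 100mM TEA pH 7.6, 5mM MgCl2, 0.01% Tween-20. After 60 minutes at room temperature, ATP was read by Kinase-Glo Plus luminescence end-point.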
# G9a inh = blocks human histone lysine methyltransferase G9a; Q96KQ7; G9a H3K9 monomethylation, AlphaScreen, 2 h; Potency, µM (titrated, usually from 102 µM), for inactives: at the highest dose activity, negative = inhibition, hits mostly inhibitors; 350,000 tested, 8.8% active; also: potency is read from the fitted curve at half-maximal effect; % is scaled to controls: 0 for no effect and ±100 for the full control effect; nearly all actives have a fitted effect of over 75% in size
#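 Readings reflect AlphaScreen signal from monomethyl-H3K9 antibody detection. HMT at 20 nM; substrate b-H3K9 500 nM; cofactor SAM 20 uM; 2 h RT reaction; compounds tested as titrations in qHTS with 15 min preincubation.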
# Pin1 inh = blocks the human prolyl isomerase Pin1 | Q13526 | 390,000 tested, 0.009% active | Pin1 FP peptide displacement, HiFluor488, 10 min | Potency, µM (doses to about 115 µM), inactives show at the highest dose activity, negative = inhibition, hits mostly inhibitors; active = well fitted inhibition curve with a large enough effect in the polarisation, with a control signal flat, not every such curve was filed as active; inconclusive = small, poorly fitted or top-dose-only effect, or effect the other way, or a change in a side signal; inactive = no such curve, though single readings can be large or run the other way; the % refers to the polarisation; also: potency is read from the fitted curve at half-maximal effect; % is scaled to controls: 0 for no effect and ±100 for the full control effect
# Target sequence (Q13526 whole entry, looked up): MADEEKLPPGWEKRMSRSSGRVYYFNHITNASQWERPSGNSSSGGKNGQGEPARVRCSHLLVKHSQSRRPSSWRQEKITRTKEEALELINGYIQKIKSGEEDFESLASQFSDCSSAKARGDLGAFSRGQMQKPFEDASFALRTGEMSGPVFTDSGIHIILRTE
# PI4K2A inh = PI4K2A (human) kinase inhibition; purified PI4K2A, ADP-Glo luminescence, 1 h; active compounds read low; activity change, negative = inhibition, % at 76.9 µM; 420,000 tested, 0.13% active; in the data active = activity change below about -50%; inconclusive = mostly about -30% to -49%;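 also: -100% = wells without enzyme as full effect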
# Target sequence (Q9BTU6 whole entry, looked up): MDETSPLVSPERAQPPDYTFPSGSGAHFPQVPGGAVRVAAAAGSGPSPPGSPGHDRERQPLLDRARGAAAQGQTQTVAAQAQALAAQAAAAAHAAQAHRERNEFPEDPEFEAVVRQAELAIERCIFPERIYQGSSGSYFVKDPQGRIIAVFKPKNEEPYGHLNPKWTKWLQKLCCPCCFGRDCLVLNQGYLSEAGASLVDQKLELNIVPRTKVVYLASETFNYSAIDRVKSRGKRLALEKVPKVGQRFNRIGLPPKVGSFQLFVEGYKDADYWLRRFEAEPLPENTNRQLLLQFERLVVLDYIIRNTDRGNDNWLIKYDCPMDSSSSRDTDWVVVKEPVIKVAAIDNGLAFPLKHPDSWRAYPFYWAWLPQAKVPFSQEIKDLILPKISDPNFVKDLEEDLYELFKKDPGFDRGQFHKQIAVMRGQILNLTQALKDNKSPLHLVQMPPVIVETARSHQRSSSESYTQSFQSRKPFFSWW
#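 PI4K2A activity was measured by ADP-Glo luminescence: enzyme (4 ug/mL stock) and phosphatidylinositol (1.2 mM stock) in Tris pH 7.5/MgCl2/EGTA/Triton X-100 buffer were reacted with ATP (300 microM stock) for one hour at ambient temperature.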
# BAZ2B inh = BAZ2B (human) inhibition. Potency, µM (series often up to 114 µM), for the others: top-dose activity change, negative = inhibition, most hits filed as inhibitors. AlphaScreen BAZ2B-H3K14Ac peptide displacement. 360,000 tested, 4.4% active. AID 504333. Q9UIF8; also: potency is read from the fitted curve at half-maximal effect; % is scaled to controls: 0 for no effect and ±100 for the full control effect; nearly all actives have a fitted effect of over 60% in size
#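 Multi-concentration screen (max 110 uM) measuring displacement of acetylated histone H3 peptide from BAZ2B by AlphaScreen, using 50 nM protein, 50 nM peptide and 10 ug/mL streptavidin donor plus Ni-chelate acceptor beads.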
# Active calls of the source: *; i = inactive; u = inconclusive; x = not tested or not shown; & = joins results of further samples; [ ] = dose if it differs, or a comment. Unless noted, calls follow the shape of the dose curve; as a rule, active = well fitted curve in the direction sought with a large enough effect; inconclusive = small, poorly fitted or top-dose-only effect, or another doubt; inactive = no such curve, though single readings can be large; an effect the other way counts as inactive or inconclusive. A portion of the library. The share of hits here may be higher or lower than overall.
HP1b binding inh	GLS inh	JMJD2A Tudor inh	Pol eta inh	PGK inhibitor	G9a inh	Pin1 inh	PI4K2A inh	BAZ2B inh	Molecule
27.8%	26.6%	79.4µM*	-17.2%	-10.1%	x	-9.4%	-9.8	x	CNc1cccnc1C=NNC(N)=S
26.6%	-1.5%	-11.7%	-17.9%	i	u	1.5%	-3.2	-5.1%	CS(=O)(=O)c1nc(S(=O)(=O)c2ccc(Cl)cc2)c(N2CCC3(CC2)OCCO3)s1
34.0%[activator]	-1.7%	-7.4%	-6.3%	i	3.6%	-7.0%	-0.1	3.9%	Cc1cc(C)n(CC2CC(=O)N(c3ccc(Cl)cc3)C2=O)n1 (stereo not given)
25.3%	-8.2%	-3.1%	5.8%	i	u	-6.6%	1.0	-26.9%	COc1cc(OC)c(-c2nc3c[n+](CC(=O)c4ccccc4)ccc3n2C)cc1OC
16.1%	6.6%	-29.5%	-16.0%	-3.8%	-5.4%[2.33 µM]	-2.7%	0.4	0.4%	CC(C)(C)OC(=O)N1CCC(NC(=O)c2nc[nH]c2C(=O)N2CCN(C(=O)OC(C)(C)C)CC2)CC1
37.7%	27.9%	-16.2%	-18.2%	i	17.0%	-0.9%	1.7	-25.5%	CCOC(=O)C(Cc1c[nH]c2ccccc12)NC(=O)c1ccccc1Br (stereo not given)
1.58µM*	10µM*	1.78µM*	1.41µM*	u	u	x	-11.4	1.41µM*	C=C(C)C(=O)Nc1cccc(C2=NOC3(C2)C[C@@H](C(N)=O)N(C(=O)CCCCC)C3)c1 (stereo not given in full)
32.2%&11.5%	0.3%&6.6%	-11.9%&-13.6%	-10.0%&-3.0%	9.9%	4.4%[59 µM]	5.8%&-3.4%	-1.0&-1.2	-14.9%&-3.8%	COc1ccc(-c2nc3ccccc3o2)cc1NC(=O)CSc1ccc(Cl)cc1
-16.0%	1.2%	-18.0%	-7.9%	-1.1%	-10.6%	-3.5%	-3.2	-11.2%	COc1cc(NC(=O)c2ccc([N+](=O)[O-])o2)ccc1NC(=O)c1cccs1
14.3%	0.5%	-9.4%	-9.6%	-3.8%	11.8%	-16.6%	0.6	1.5%	COc1cc(/C=C(\C#N)C(=O)N2CCOCC2)ccc1OCc1ccccc1
11.6%	1.7%	u	0.9%	-0.4%	22.4µM*	55.9%[activator]	-0.5	u	CC1Cc2cc(/C(O)=C3/C(=O)C(=O)N(Cc4ccncc4)C3c3ccc(N(C)C)cc3)ccc2O1 (stereo not given)
37.7%	37.0%[activator]	-18.8%	u	3.9%	14.1%[12.7 µM]	u	-5.8	-2.4%	CCN(CC)c1ccc(C(=O)NNC(=O)c2ccc3c(=O)n4c(nc3c2)CCC4)cc1
42.6%[activator]	-7.7%	-3.6%	-24.1%	i	5.0%	-7.2%	-1.9	u	C/C(CC(=O)Nc1cccc(C(F)(F)F)c1)=N\NC(=O)C1CCCCC1
86.0%[activator]	-0.4%	56.9%[activator]	0.5%	u	153.1%[activator][59 µM]	-2.3%	-61.0*	71.7%[activator]	CCCOc1ccc2cc(-c3ccccn3)c(=O)oc2c1
34.5%	18.4%	-19.6%	10.1%	-5.5%	8.3%	3.0%	-1.4	-29.1%	O=C(Nc1nc2ccccc2[nH]1)c1cccc([N+](=O)[O-])c1

# Structures above shown as hits in HP1b binding inh:
HP1b binding inh	GLS inh	JMJD2A Tudor inh	Pol eta inh	PGK inhibitor	G9a inh	Pin1 inh	PI4K2A inh	BAZ2B inh	Molecule
1.58µM*	10µM*	1.78µM*	1.41µM*	u	u	x	-11.4	1.41µM*	C=C(C)C(=O)Nc1cccc(C2=NOC3(C2)C[C@@H](C(N)=O)N(C(=O)CCCCC)C3)c1 (stereo not given in full)

# New compounds follow.
HP1b binding inh	GLS inh	JMJD2A Tudor inh	Pol eta inh	PGK inhibitor	G9a inh	Pin1 inh	PI4K2A inh	BAZ2B inh	Molecule
-11.7%	28.1%	u	-1.1%	i	u	-1.2%	5.4	-29.3%	COc1ccc(N2CCN(C(=O)CCS(=O)(=O)c3ccc4c(c3)NC(=O)CO4)CC2)cc1
47.0%[activator]	4.7%	-2.3%	-19.4%	-7.3%	12.0%[59 µM]	5.7%	1.7	2.3%	Cc1cn2c(=O)cc(COC(=O)c3cccc(NC(=O)COc4ccccc4Cl)c3)nc2s1
-23.6%	u	56.2µM*	-5.3%	-1.4%	2.24µM*	0.3%	-3.9	-29.7%	CC(C)Cc1c2c([nH]c(=S)c1C#N)CCCC2
26.4%	0.7%	-14.4%	u	1.6%	-10.2%[12.7 µM]	18.5%	-3.5	-8.6%	Cc1ccc(N2CC(C(=O)Nc3nnc(SCCC4OCCO4)s3)CC2=O)cc1C (stereo not given)
50.2%[activator]	17.8%	-5.6%	-6.3%	9.3%	37.1%[59 µM]	-0.3%	-3.4	3.1%	O=C(NNC(=O)c1cc(Cl)ccc1[N+](=O)[O-])c1csc(N2CCOCC2)n1
54.2%[activator]	2.6%	4.5%	-12.1%	-5.4%	-13.7%	-4.2%	3.5	-6.3%	N#C/C(=C\c1cc(Cl)ccc1O)C(=O)NC1CCCCC1
39.3%[activator]	3.3%	0.0%	-9.5%	-4.4%	-2.0%[59 µM]	7.3%	-0.5	-4.3%	COc1cccc(NC(=O)c2c(-c3ccc(C)cc3)nnc3ccccc23)c1
51.9%[activator]	6.5%	0.0%	-4.0%	-0.7%	x	6.2%	-6.1	14.4%	Cc1ccn(CCNC(=O)C2CCC(=O)N(Cc3ccc(Cl)cc3)C2)n1 (stereo not given)
17.9%[57 µM]	17.6%	-14.1%	-11.3%	-3.8%	-51.0%[59 µM]	-12.5%	-1.9	-15.1%	CCc1ccc(CNC(=O)CN2C(=O)C3CCCCN3c3ccc(C(=O)N4CCCC4)cc32)cc1 (stereo not given)
71.2%[activator]	0.0%	-13.1%	-12.4%	-5.4%	14.8%[59 µM]	4.0%	-1.4	8.2%	O=C(NCCN1CCOCC1)c1ccc2c(c1)N(Cc1ccc(F)cc1)C(=O)CS2
26.6%	-4.5%	-18.4%	-21.0%	-9.1%	-3.0%	-3.3%	1.8	-14.7%	Cc1c(Cl)c([N+](=O)[O-])nn1CCCC(=O)NCCc1ccccc1
15.5%	1.0%	3.8%	-3.0%	-2.7%	-4.2%	-4.4%	-3.6	-4.4%	O=C(NCc1ccccc1)C(C(=O)c1ccc(F)cc1)n1ccccc1=O (stereo not given)
-9.9%	-14.0%	-10.1%	-9.6%	-7.6%	-9.0%[59 µM]	2.5%	-4.9	-14.6%	O=C1CCc2ccc(NC(=O)C3CC3)cc2N1
18.1%	19.0%	-25.0%	-8.1%	3.4%	x	3.4%	1.3	x	O=C([C@@H]1CC=C[C@@H]2CCN(C3CCCCC3)C(=O)[C@@H]21)N1CCN(c2ccccc2)CC1
40.6%[activator]	-2.0%	-4.2%	-8.5%	4.2%	-0.6%[59 µM]	13.6%	-1.9	-3.7%	Cc1nn(C)c(C)c1/C=N/NC(=O)CCn1cc([N+](=O)[O-])cn1
22.0%	3.0%	-0.7%	-11.6%	2.9%	-22.3%	-4.1%	4.8	-1.6%	CCOCCCNS(=O)(=O)Cc1ccccc1
32.4%	-0.9%	8.0%	-4.2%	-9.8%	-1.8%	-1.4%	2.9	1.8%	Cc1cc(C)n(C(=O)N(c2ccccc2)c2ccccc2)n1
28.7%	7.4%	-14.3%	-16.4%	-10.3%	u	0.7%	3.6	9.9%	C=CCn1c(SCCN2CCCCC2)nc2c1c(=O)[nH]c(=O)n2C
35.0%	6.7%	-7.2%	-9.1%	-6.2%	17.4%[0.501 µM]	-3.0%	-1.2	-35.9%	Cc1c(Cc2c(Cl)cccc2Cl)c(=O)ccn1C(C)c1ccccc1 (stereo not given)
23.3%	27.2%	-12.0%	-10.8%	i	9.4%[59 µM]	-0.5%	-2.7	-30.4%	CCCC(=O)NNc1c2ccccc2nc2ccccc12
51.8%[activator]	-13.8%	9.3%	-16.4%	-10.2%	11.6%	-10.2%	7.4	3.8%	Cc1ccccc1NC(=O)C1CCCN(S(=O)(=O)c2c(C)noc2C)C1 (stereo not given)
4.1%	3.5%	-32.0%	-20.7%	10.9%	50.1µM*	14.6%	2.4	-32.2%	Cc1ccccc1N1CCN(C2=NC(=O)/C(=C\c3cccs3)S2)CC1
-18.1%	-4.5%	u	u	-1.3%	50.1µM*	-1.7%	0.1	-35.3%	CCOC(=O)N1CCN(S(=O)(=O)c2ccc(C(=O)N(CCCN(C)C)c3nc4c(C)c(C)ccc4s3)cc2)CC1
24.1%	1.6%	-15.8%	-8.7%	-10.1%	10.4%	-11.4%	-4.8	-13.5%[57.1 µM]	Cn1cnc(S(=O)(=O)N2CCN(c3cccc(C(F)(F)F)c3)CC2)c1
31.0%[activator]	13.7%	-16.3%	-6.5%	x	u	0.3%	-5.1	-12.9%	O=C(Cn1c2[n+](c3ccc(C(F)(F)F)cc31)CCCCC2)c1cccc([N+](=O)[O-])c1
-19.5%	-1.2%	u	-6.1%	x	-32.8%[59 µM]	-4.2%	-1.7	u	N#Cc1nc(-c2cccs2)oc1NCc1ccco1
22.5%	13.5%	-30.2%	-18.0%	-2.8%	-39.5%[59 µM]	u	-9.4	u	N#Cc1c(NC(=O)CSc2ccccn2)oc(-c2ccccc2)c1-c1ccccc1
u	-12.7%	u	-24.5%	3.9%	u	-3.2%	-2.8	u	Cc1ccc(Nc2c([N+](=O)[O-])ccc3nonc23)c(C)c1
0.4%	-3.9%	-23.1%	-2.9%	-7.0%	0.8%	-1.6%	0.6	-9.2%	COc1ccc(OCC(=O)Nc2ccc(NC(=O)c3cccs3)c(OC)c2)cc1
28.2%	-4.2%	-12.8%	-8.2%	-0.2%	-5.0%[59 µM]	14.6%	-2.0	1.7%	CC1CCN(c2nc3ccc(C(=O)NC(C)C)cc3s2)CC1
